Assay outcomes from PubChem BioAssay.
b-catenin transl: modulators of beta-catenin nuclear translocation; hit rate 0.3% among 190,000; nuclear translocation activity, % at 5 µM; HeLa beta-catenin nuclear translocation, immunofluorescence imaging;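 active = nuclear translocation activity above 50% at 5 µM, with a well cell count of 50 or more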;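 note: per-cell ratio of nuclear to cytoplasmic median beta-catenin stain intensity; plate controls were DMSO negative control for no effect and GSK-3 inhibitor IX positive control for full effect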
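assay system = human HeLa cells, endogenous beta-catenin | times = compound treatment 24 h, 37°C, 5% CO2 | detection = Anti-beta-catenin immunofluorescence on PFA-fixed, Triton-permeabilized cells, DAPI nuclei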
Yfh1-off respiration: mitochondrial function rescue without frataxin homolog – Friedreich's ataxia, plus single-dose screen, dose response (AID 1465); S. cerevisiae Yfh1-off respiration, WST-1 reduction, 72 h; higher fold induction means a stronger effect; fold induction at 50 µM; hits with a dose series show EC50 in µM; hit rate 0.074% among 220,000;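 active = fold induction of absorbance versus untreated yeast above a set limit, then at least 30% activation at any dose in follow-up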;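 note: activators that raise dye reduction in frataxin-depleted yeast; strong numbers were not always called active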
NOD1 inhibition: inhibition of NOD1-driven NF-kB reporter – cell-based, luminescence, uHTS, primary screen (AID 1578); NOD1-driven NF-kB luciferase reporter cells, luminescence; higher % means a stronger effect; one-dose inhibition, % at 4 µM; EC50 in µM for titrated hits; hit rate 1% among 290,000; in the data active = inhibition mostly above about 36%, no sharp cut-off; inactive = mostly below about 34%;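 note: HEK-293T reporter cells stimulated with the NOD1 agonist gamma-tri-DAP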
NOD2 inhibition: NOD2 signaling inhibitors, cell-based, luminescence, uHTS, HEK293 (AID 1566). inhibition, % at 4 µM; hits with a dose series show EC50 in µM. hit rate 0.63% among 290,000. HEK293 NOD2/NF-kB luciferase reporter, luminescence; higher % means a stronger effect; in the data active = inhibition above about 50%; note: many of its hits are not listed in these tables
Insulin prom up: MIN6 insulin promoter up-regulation; z-score at 5 µM; hit rate 0.3% among 190,000; AID 1625; MIN6 insulin promoter-GFP reporter, high-content imaging; active compounds read high;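 active = z-score above 3 at 5 µM with at least 500 cells counted in the well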
MT stabilizer: microtubule stabilizers in HeLa cells. AID 2205. HeLa tubulin immunostaining HCS, 24 h; share of cells brighter than vehicle mean+2SD. % tubulin-high responders, % at 10 µM. hit rate 0.83% among 200,000;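 active = plate Z-score above 3 for both tubulin-high and condensed-nucleus cell shares, with cell loss under 80%, at 10 µM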;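 note: anti alpha tubulin signal scored within the nucleus-defined area of each cell; some results filed as inactive read as strong as hits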
M17LAP inhibition: P. falciparum M17LAP inhibitors, primary screen, biochemical, fluorogenic H-Leu-NHMec substrate, 1536-well (AID 1619). one-dose inhibition, % at 30 µM; IC50 in µM for titrated hits. hit rate 0.38% among 220,000. recombinant M17LAP, H-Leu-NHMec fluorogenic kinetic assay; higher % means a stronger effect;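 active = compound inhibiting the enzyme by more than half at any dose during confirmatory dose-response retesting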;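 note: plate controls were full reaction with DMSO carrier for no effect and no enzyme background for full effect; strong numbers were not always called active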
Autophagy HCS: autophagy modulation, high-content screen | hit rate 0.98% among 190,000 | MEF GFP-LC3 puncta imaging; test concentration mostly 10 µM | calls only at 10 µM (by protocol) | AID 463193;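 active = percentage of spot-positive cells more than 3 SD above its plate mean, without a fluorescence outlier flag or 80% toxicity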;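 note: spot-positive cell cutoff set from DMSO-treated cells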
Dynein transport: blocks dynein driven cargo transport along microtubules; 3617.4 mouse cells, GR-EGFP nuclear translocation imaging; test concentration mostly 20 µM; stimulated with dexamethasone, 1 µM; active compounds read low; z-score, hits read low; hit rate 0.47% among 220,000;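 active = plate z-score of nuclear minus cytoplasmic receptor signal below a set negative limit, without overly bright fluorescence or cell loss, cut at about -3.5 in these data, passing the limit was not always enough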;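 note: z-score of nuclear minus cytoplasmic ring GR-EGFP intensity difference per well; some compounds called inactive have numbers as strong as hits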
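Buffer or medium: tetracycline-free induction medium containing charcoal-stripped FBS / Reagent: dexamethasone agonist, 1.0 µM final, for 30 min / Technique: automated 10x imaging of fixed Hoechst-stained cells / Times: induction 48 h, compound 1 h, agonist 30 min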
Dynein transport cytoplasmic EGFP: second read-out of Dynein transport, no call of its own (marks repeat the call); z-score; measured here: cytoplasmic GR-EGFP intensity; active compounds read high
Dynein transport nuclear GR-EGFP: also measured in Dynein transport; calls as there; z-score; measured here: nuclear GR-EGFP intensity;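 lower value marks the stronger effect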
Dynein transport cell count: recorded beside Dynein transport, whose call it bears; z-score; measured here: cell count per field
Insulin prom up cell count: recorded beside Insulin prom up, whose call it bears; cell count; measured here: cytotoxicity, nuclei count;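 total cells summed across four imaged fields per well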
b-catenin transl cell count 5 µM: second read-out of b-catenin transl, no call of its own (marks repeat the call); cell count; measured here: cell count, cytotoxicity flag
MT stabilizer Hoechst-high %: recorded beside MT stabilizer, whose call it bears; % Hoechst-high responders; measured here: nuclear condensation Hoechst responders;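 share of cells brighter than vehicle mean plus two SD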
MT stabilizer cytotoxicity %: recorded beside MT stabilizer, whose call it bears; toxicity, %; measured here: cytotoxicity by cell density;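 0% = mean cell density of plate MIN control wells and 100% = no cells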
Autophagy HCS cell loss 18 h: further read-out of Autophagy HCS, marked with its call; toxicity, %; measured here: cell loss, nuclei count;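 cell loss after 18 h compound exposure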
Active calls of the source: *; i = inactive; x = not tested or not shown. Not all compounds are listed (hit frequency here may not be typical).

SMILES	b-catenin transl	b-catenin transl cell count 5 µM	Yfh1-off respiration	NOD1 inhibition	NOD2 inhibition	Insulin prom up	Insulin prom up cell count	MT stabilizer	MT stabilizer Hoechst-high %	MT stabilizer cytotoxicity %	M17LAP inhibition	Autophagy HCS	Autophagy HCS cell loss 18 h	Dynein transport	Dynein transport cytoplasmic EGFP	Dynein transport nuclear GR-EGFP	Dynein transport cell count
Cc1ccc(NC(=O)C(=O)Nc2ccc(C)cn2)nc1	-1.2	1036	i	-39%	-26%	0.25	1279	3.2	1.6	0.5	2%	i	5	-0.04	-0.33	0.089	0.3
CC(=O)c1cccc(Nc2ccc(-c3ccccc3F)nn2)c1	-1.1	1131	i	-58%	-53%	0.7	1295	1.9	1.8	1.4	25%	i	2	1	-0.19	0.039	-0.71
COc1cc(C(=O)NCc2cc(C)nc3ccccc23)cc(OC)c1OC	-0.1	1050	i	-24%	-25%	-0.15	1188	3.1	2.7	8.2	3%	i	22	-0.92	0.78	-0.38	1.1
CC/C(=N\OC(=O)c1ccc(OC(C)C)cc1)c1ccc(C)cc1	-12	1238	x	-29%	12%	x	x	2.0	1.2	4.2	-10%	i	-3	2.4	-0.24	1.6	-1.5
Cc1cc(NC(=O)Cc2csc(-c3ccccc3)n2)ccc1Br	0.3	1093	i	-9%	-3%	-0.02	1516	2.4	3.3	8.6	-2%	i	-8	1.9	0.05	1.5	-1.8
COC(=O)Cc1csc(NC(=O)CSc2nnc3ccccn23)n1	-1.0	1154	i	-22%	-2%	-0.49	1322	2.0	1.9	4.4	-1%	i	12	-0.54	-0.35	0.13	2.1
Cc1cc(C(F)(F)F)cc(NNC(=O)NC(=O)c2ccccc2Cl)n1	-0.9	1313	i	-12%	-15%	-0.05	1042	x	x	x	2%	x	x	-0.25	0.39	0.03	-0.38
Cc1ccc(CNC(=O)CCS(=O)(=O)c2cccc3nsnc23)cc1	-3.2	1107	i	-23%	-1%	0.43	1234	2.6	1.4	0.7	7%	i	15	-0.017	-0.25	0.17	0.63
CC(C)c1ccc(NC(=O)C(c2ccccc2)N(C)C(=O)c2cnccn2)cc1 (stereo not given)	x	x	i	0%	4%	0.02	1189	1.6	1.6	2.6	6%	i	3	2.3	-0.35	1.3	-0.66
N#Cc1ccc[n+](CC(=O)c2ccc(NC(=O)c3ccccc3)cc2)c1	-1.0	1321	i	-7%	15%	-0.11	1360	x	x	x	0%	x	x	-1.1	-0.22	-0.37	0.74
CCOC(=O)c1cc2c(N)c(C(=O)c3ccc(Br)cc3)sc2[nH]c1=O	-0.4	1506	i	-11%	30%	0.54	1479	3.2	2.9	6.2	-2%	i	15	0.28	-0.24	0.65	-0.96
Cc1ccc(-n2c(SCC(=O)Nc3cc(C)on3)nc3c(c2=O)SC(C)C3)cc1 (stereo not given)	-0.3	1070	i	-25%	9%	-0.05	1790	5.4	2.2	5.5	5%	i	-3	0.87	-0.2	0.58	0.2
Cc1ccc2nc(-c3ccncc3)c(NC3CCCC3)n2c1	-0.9	1073	i	17%	29%	1	1138	2.7	2.1	11	11%	i	-16	1.3	-0.22	0.38	-0.64
O=c1c(Cl)c(N2CCC3(CC2)OCCO3)cnn1C12CC3CC(CC(C3)C1)C2	0.3	1314	i	-1%	-8%	-0.02	1099	x	x	x	33%	x	x	0.064	-0.27	0.46	0.11
Cc1cc(C)c(-c2cc(C)nc3ncnn23)c(C)c1	-4.3	1050	i	-28%	12%	0.03	1639	3.7	1.5	7.8	1%	i	-7	-0.38	-0.17	-0.16	0.03
COc1ccc(NC2=C(NCCO)C(=O)c3ccccc3C2=O)cc1	39	206	i	-12%	-4%	-1.2	1335	21*	27*	55*	21%	i	33	1.1	-0.2	0.32	-1.2
Cc1c(C(=O)NCCN2CCOCC2)oc2ccc(S(=O)(=O)N3CCCCCC3)cc12	x	x	i	11%	16%	2.4	1027	3.3	2.8	9.2	9%	i	3	0.71	-0.23	1	0.065
CCOC(=O)CSc1cc(C)nc(N)n1	x	x	i	-25%	3%	0.63	1333	2.8	2.2	25	3%	i	-7	-0.55	-0.25	-0.21	0.9
C=CCn1c(-c2ccoc2C)n[nH]c1=S	0.0	1093	i	3%	3%	0.42	851	2.4	1.8	4.2	10%	i	-18	0.095	-0.23	0.5	-0.33
COCCNC(=S)N/N=C(\C)CCc1ccc2c(c1)OCO2	-2.3	1039	i	-26%	-6%	0.62	1283	3.8	3.2	7.4	-5%	i	3	1.5	-0.2	0.96	-1.9
COc1ccc(OCC(=O)NC(CC(=O)O)c2ccc(OC)c(OC)c2)cc1 (stereo not given)	0.5	1082	i	-24%	0%	x	x	2.4	1.9	1.7	6%	i	11	-0.73	-0.31	-0.33	0.71
O=S(=O)(Nc1ccc2nc(C(F)(F)F)[nH]c2c1)c1ccccc1	-3.3	1035	i	18%	20%	-1.1	1013	2.7	2.3	4.8	6%	i	-3	-0.58	-0.36	-0.38	0.75
O=C(NCc1cccnc1)Nc1cccc(F)c1	-3.7	1009	i	-41%	2%	0.81	1651	4.7	2.3	5.0	24%	i	11	0.46	-0.36	0.7	0.07
O=C(CCc1nc2ccccc2s1)OCC(=O)N1CCN(C(=O)c2ccco2)CC1	0.4	1055	i	-4%	2%	0.31	1280	4.2	2.1	73	14%	i	1	0.24	-0.2	0.32	0.023
Cc1cccc(-n2c(SCC(=O)O)nc3sc4c(c3c2=O)CCC4)c1	-0.5	1336	i	-9%	12%	0.14	1089	x	x	x	10%	x	x	-0.64	-0.28	-0.39	0.25
C=CCn1c(=O)n(CCC#N)c(=O)n(CCC#N)c1=O	-0.1	1147	i	9%	3%	0.1	883	1.6	2.2	5.1	2%	i	-8	-0.19	-0.22	-0.071	0.51
c1ccc(-n2ncc3c(NCCCN4CCOCC4)ncnc32)cc1	1.0	1303	i	-26%	-63%	1.2	1574	2.1	2.2	8.5	-1%	i	-5	-0.56	-0.18	-0.28	0.74
COc1ccc2nc(NC(=O)c3cnccn3)sc2c1	4.5	943	i	-23%	-65%	-0.08	1802	3.3	1.7	3.4	11%	i	-6	-0.75	2.7	0.19	0.95
Cc1[nH]c(=O)[nH]c(=O)c1S(=O)(=O)N1CCCC(C(=O)NCc2ccc3c(c2)OCO3)C1 (stereo not given)	0.8	1072	i	-17%	10%	-0.56	1321	3.8	2.1	7.9	0%	i	-1	1.5	-0.26	0.94	0.13
COc1ccc(C)cc1N(CC(=O)N/N=C/c1ccccc1C(=O)O)S(=O)(=O)c1ccccc1	0.6	1061	i	-20%	7%	-0.05	1292	1.0	1.6	6.7	13%	i	20	-1	-0.2	-0.76	0.26

3 entries out of the list above, arranged by the number in Dynein transport nuclear GR-EGFP, smallest number first.
SMILES | NOD1 inhibition | NOD2 inhibition | MT stabilizer Hoechst-high % | M17LAP inhibition | Dynein transport | Dynein transport cytoplasmic EGFP | Dynein transport nuclear GR-EGFP | Dynein transport cell count
Cc1cccc(-n2c(SCC(=O)O)nc3sc4c(c3c2=O)CCC4)c1 | -9% | 12% | x | 10% | -0.64 | -0.28 | -0.39 | 0.25
c1ccc(-n2ncc3c(NCCCN4CCOCC4)ncnc32)cc1 | -26% | -63% | 2.2 | -1% | -0.56 | -0.18 | -0.28 | 0.74
Cc1[nH]c(=O)[nH]c(=O)c1S(=O)(=O)N1CCCC(C(=O)NCc2ccc3c(c2)OCO3)C1 (stereo not given) | -17% | 10% | 2.1 | 0% | 1.5 | -0.26 | 0.94 | 0.13

Further entries follow.
SMILES	b-catenin transl	b-catenin transl cell count 5 µM	Yfh1-off respiration	NOD1 inhibition	NOD2 inhibition	Insulin prom up	Insulin prom up cell count	MT stabilizer	MT stabilizer Hoechst-high %	MT stabilizer cytotoxicity %	M17LAP inhibition	Autophagy HCS	Autophagy HCS cell loss 18 h	Dynein transport	Dynein transport cytoplasmic EGFP	Dynein transport nuclear GR-EGFP	Dynein transport cell count
Cc1cc(NC(=O)CCSc2nc(-c3ccco3)cc(C(F)(F)F)n2)no1	-2.2	1191	i	-12%	16%	-1.1	776	2.5	1.8	3.0	5%	i	2	-0.38	-0.24	-0.3	-0.11
COCCNC(=O)CSc1nc2cc3c(cc2c(=O)n1Cc1ccco1)OCO3	-3.1	881	i	-6%	13%	0.67	1276	2.8	2.6	12	3%	i	-1	-0.78	-0.16	-0.27	1.1
O=Cc1cccn1Cc1ccccc1[N+](=O)[O-]	x	x	i	-16%	8%	-0.62	1382	2.3	2.2	1.2	14%	i	9	-0.076	-0.25	-0.37	-0.14
N#Cc1nc(-c2cccs2)oc1NCC1CCCO1 (stereo not given)	-1.0	1083	i	-22%	6%	-0.4	1319	4.8	2.4	3.3	i	i	-5	0.34	-0.26	0.34	-0.48
CCOC(=O)C1(Cc2cccc(OC)c2)CCN(Cc2ccc(OC)c(O)c2)CC1	0.1	1520	i	-6%	10%	x	x	1.6	1.8	6.6	-4%	i	0	0.44	-0.31	0.35	0.38
O=C(CSc1ccc2c(c1)OCCO2)Nc1cccc(S(=O)(=O)N2CCCCC2)c1	x	x	x	1%	18%	-0.39	1191	6.8	2.1	2.0	10%	i	15	2.6	-0.11	1.1	-0.79
Cc1cc(N)n2ncc(-c3ccccc3)c2n1	x	x	i	-60%	-73%	0.35	814	3.3	2.7	6.1	-11%	i	0	-0.57	-0.27	-0.34	1.4
NNC(=O)CCN(Cc1ccco1)S(=O)(=O)c1ccc(Cl)cc1	-1.1	1395	i	5%	-9%	0.88	1404	x	x	x	4%	x	x	-0.9	-0.22	-0.4	0.51
Cc1nccn1CCc1n[nH]c(=S)n1Cc1ccccc1	1.1	1103	i	-23%	-3%	-4	593	4.9	2.6	11	-5%	i	12	-0.36	-0.045	0.17	0.22
COC(=O)C1=C(C(=O)c2ccc(C)cc2)C(c2ccc(OC)c(OC)c2)n2nnnc2N1 (stereo not given)	x	x	i	-17%	-4%	-0.4	893	1.9	1.2	7.4	2%	i	36	0.082	-0.25	0.49	0.36
